# KOR beta-arrestin-1 – kappa opioid receptor blockers – cell-based, luminescence, uHTS (AID 1778). KOR beta-arrestin recruitment, luminescence, antagonist mode; higher % means a stronger effect. one-dose inhibition, % at 10 µM; IC50 in µM for titrated hits. actives 0.091% (n = 290,000); also: strong numbers were not always called active
# KOR beta-arrestin-2 – kappa opioid receptor activators – cell-based, luminescence, uHTS, primary screen (AID 1777). KOR beta-arrestin recruitment, luminescence; higher % means a stronger effect. activation, % at 10 µM, or EC50 in µM where a hit was titrated. actives 0.02% (n = 280,000); in the data active = activation above about 50%, passing the limit was not always enough; also: a part of the inactive calls stands beside numbers as strong as those of hits
# Myeloid diff MLP – compounds promoting myeloid differentiation | actives 1% (n = 360,000) | calls only at 10 µM | AID 624256 | ER-HoxA9 myeloid progenitors, lysozyme-GFP differentiation, flow cytometry;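 active = normalized GFP-positive differentiation at or above the plate's own cutoff, the solvent-only control mean plus 3 SD; inconclusive = no clear call, values can overlap the other calls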;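 also: cells exposed to compound for four days before flow analysis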
# GPR55 activation – GPR55 agonists via beta-arrestin recruitment, primary screen, imaging, U2OS cells, beta-arrestin-GFP redistribution (AID 1961) | U2OS GPR55 beta-arrestin-GFP redistribution imaging; higher % means a stronger effect | activation, % at 10 µM, or EC50 in µM where a hit was titrated | actives 0.048% (n = 290,000);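 active = activation above 40% with more than 50 cells counted in the well; inconclusive = wells holding fewer than 50 cells, flagged as toxic or sparse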;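 also: U2OS osteosarcoma cells stably expressing GPR55 and beta-arrestin-GFP; plate controls were DMSO negative control for no effect and LPI positive control for full effect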
# GPR35 arrestin U2OS – GPR35 antagonists blocking zaprinast-driven arrestin recruitment, primary screen, imaging, U2OS, beta-arrestin-GFP, zaprinast agonist (AID 2058); inhibition, % at 10 µM, or IC50 in µM where a hit was titrated; U2OS GPR35 beta-arrestin-GFP translocation imaging, zaprinast antagonism; higher % means a stronger effect; actives 0.052% (n = 290,000);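 active = inhibition of at least 50% with at least 30 cells and total cytoplasm GFP at most 10,000,000; inconclusive = under 30 cells or total GFP of 10,000,000 plus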
# GPR55 antagonists – inhibition of LPI-stimulated GPR55 beta-arrestin translocation – imaging, U2OS, beta-arrestin-GFP, LPI agonist, primary screen (AID 2013). one-dose inhibition, % at 10 µM; IC50 in µM for titrated hits. U2OS GPR55 beta-arrestin-GFP translocation imaging, LPI antagonism; higher % means a stronger effect. actives 0.13% (n = 290,000);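 active = spots per cell inhibited over 60%, with over 100 cells counted and total cytoplasm intensity under 500,000; inconclusive = wells with under 100 cells, flagged as likely toxic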;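 also: U2OS cells stably carrying GPR55 and arrestin-GFP stimulated by 5 µM LPI near EC80; imaged beta-arrestin-GFP aggregate spots per cell after agonist stimulation; plate controls were LPI-stimulated DMSO wells for no effect and DMSO wells without LPI for full effect; some results filed as inactive read as strong as hits; confirmed hits need IC50 under 10 µM and bright autofluorescent wells are also inconclusive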
# NOD1 NF-kB reporter – inhibition of NOD1-driven NF-kB reporter – cell-based, luminescence, uHTS, primary screen (AID 1578). NOD1-driven NF-kB luciferase reporter cells, luminescence; higher % means a stronger effect. inhibition, % at 4 µM, or EC50 in µM where a hit was titrated. actives 1% (n = 290,000); in the data active = inhibition mostly above about 36%, no sharp cut-off; inactive = mostly below about 34%;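 also: HEK-293T reporter cells stimulated with the NOD1 agonist gamma-tri-DAP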
# NOD2 inhibition – inhibition of NOD2-driven NF-kB reporter – cell-based, luminescence, uHTS, HEK293 (AID 1566). HEK293 NOD2/NF-kB luciferase reporter, luminescence; higher % means a stronger effect. inhibition, % at 4 µM; hits with a dose series show EC50 in µM. actives 0.63% (n = 290,000); also: many of its hits are not listed in these tables
# HIV fusion peptide – inhibitors of HIV fusion peptide binding, primary screen, biochemical, uHTS, fluorescence dequenching (AID 1986). cell-free peptide binding, fluorescence dequenching, 30 min; higher % means a stronger effect. inhibition, % at 20 µM; hits with a dose series show IC50 in µM. actives 0.3% (n = 290,000); in the data active = inhibition mostly above about 52%, no sharp cut-off; inactive = mostly below about 76%; also: some results filed as inactive read as strong as hits
# Myeloid diff MLP GFP+ MAC1+ % – further read-out of Myeloid diff MLP, marked with its call; GFP+ MAC1+ double positive, %; measured here: differentiation confirmed by MAC1 staining
# Starred values were filed as active, the others as inactive; i = inactive; ? = inconclusive; · = not tested or not shown; + = active, no number; [ ] = dose if it differs, or a comment. Rule as the data show it, unless noted: active = inhibition above about 50%; inactive = the rest. This is a subset, so the mix of outcomes need not match the whole.
# Every second line gives: NOD1 NF-kB reporter | GPR55 activation | GPR35 arrestin U2OS | GPR55 antagonists | KOR beta-arrestin-1 | NOD2 inhibition | KOR beta-arrestin-2 | Myeloid diff MLP | HIV fusion peptide | Myeloid diff MLP GFP+ MAC1+ %
- COCCNC(=O)CCCn1c(=O)c2ccccc2n(CC(=O)NCCC2=CCCCC2)c1=O
    · | 0.0% | -3% | -1% | 8% | 2% | 2.5% | i | 0.6% | 0.4
- O=C(Cc1ccccc1)N/N=C/c1ccc(-c2ccc([N+](=O)[O-])cc2)o1
    -39% | -0.3% | 11% | 2% | -3% | -3% | -2.5% | + | 13% | 4.5*
- COC(=O)N/C(C)=C1/NC(=O)c2ccccc2C(c2ccccc2)N1 (stereo unspecified)
    -1% | 0.0% | 27% | 4% | 12% | 1% | -5.0% | · | 0.7% | ·
- O=C(CSc1nnnn1C1CCCC1)N1CCN(C(=O)c2ccco2)CC1
    -3% | 0.9% | -3% | 9% | 19% | 15% | -2.1% | i | -1.6% | 5.1
- Cc1cc(N2CCN(C(=O)c3ccco3)CC2)n2ncnc2n1
    -17% | 1.7% | -2% | 0% | 15% | 6% | 2.4% | i | -2.0% | 1.0
- Cc1nnc(SCC(=O)Nc2ccccc2)[nH]c1=O
    6% | -0.1% | 6% | 8% | 21% | 17% | · | i | -2.1% | 1.3
- Clc1ccccc1/C=N/N1CCN(Cc2ccccc2)CC1
    -52% | -0.2% | 9% | 12% | 16%[20 µM] | 3% | -0.4% | i | 0.8% | 0.8
- COC(=O)Cn1c2ccc(OC)cc2c2nc3ccccc3nc21
    -14% | 0.1% | 8% | 12% | -18% | 5% | -9.7% | i | 9.1% | 3.6
- COc1ccc(NC(=O)CN(C)S(=O)(=O)c2ccc3c(c2)NC(=O)CS3)cc1
    7% | 0.0% | 13% | 5% | -10% | 20% | 12% | ? | -0.5% | ·
- Cc1ccc(C2=NN(C(=O)c3ccco3)C(O)(C(F)(F)F)C2)cc1 (stereo unspecified)
    -26% | 0.7% | 4% | 0% | -11%[20 µM] | -12% | · | i | -1.6% | 0.2
- CSc1ccccc1C(=O)NCc1ccc(C)cc1
    -9% | -0.1% | -15% | -6% | -91%[20 µM] | 6% | -1.4% | i | 0.3% | 0.1
- CC(C)(C)S(=O)(=O)c1cnc2c(-c3ccsc3)cnn2c1N
    -38% | -0.3% | -11% | -7% | -15% | -22% | -2.8% | i | 0.0% | 0.4
- Cc1cc(C)c2c(NC(N)=S)n[nH]c2n1
    -31% | -0.4% | -4% | -4% | -20% | 10% | -3.9% | i | 0.0% | 0.6
- O=C(CC1C(=O)NCCN1C/C=C/c1ccccc1)NCCc1cnccn1 (stereo unspecified)
    -23% | 0.0% | 0% | 5% | -5% | 12% | -1.6% | i | 2.0% | 6.4
- COC(=O)c1ccc(C(=O)OC)c(=O)[nH]1
    -6% | 0.2% | 4% | -5% | 1% | -3% | 2.6% | i | -0.4% | 0.2
- COC(=O)CNC(c1ccccc1)c1cc(Cl)ccc1NC(=O)c1cccc(Cl)c1 (stereo unspecified)
    -7% | -0.3% | -2% | 20% | -3% | -12% | -0.7% | i | 0.2% | 0.7
- Cc1cc(C)c2c(n1)SCC(=O)N2CC(=O)Nc1ccc(C)c(C)c1
    -27% | -0.3% | -3% | 0% | 6%[20 µM] | 13% | -3.1% | i | -0.2% | 2.6
- O=C(CN(Cc1ccc(F)cc1)C(=O)CNS(=O)(=O)c1ccc(F)cc1)NCC1CCCO1 (stereo unspecified)
    -24% | -0.2% | -10% | -1% | 6% | 10% | 4.0% | i | -2.1% | 0.5
- CC(C)C[C@H](NC(=O)[C@@H]1O[C@H]1C(=O)O)C(=O)NCCCCN=C(N)N
    3% | 0.2% | 3% | -7% | -2% | 22% | -0.5% | i | 3.0% | 2.9
- C=CCn1c(SCC(=O)N(C)C)nc2sc3c(c2c1=O)CCC3
    -11% | -0.1% | -19% | -18% | -57% | 21% | -0.3% | i | 0.9% | 5.1
- O=C(O)CCc1nc2cc(Cl)ccc2n(Cc2ccccc2)c1=O
    -29% | -0.4% | 14% | 13% | -1% | 10% | -3.0% | i | 3.1% | 0.7
- COc1cc(CN2CCNC(=O)C2CC(=O)N(C)Cc2cccnc2)cc(OC)c1 (stereo unspecified)
    -11% | -0.2% | 3% | 5% | -7%[20 µM] | 22% | · | i | 0.9% | 0.1
- O=C(Nc1ccccc1)N1CCSc2ccccc21
    -1% | -0.1% | 4% | -12% | -19%[20 µM] | -1% | -2.7% | i | 0.0% | 0.1
- COc1ccc(CNC(=O)c2cc(C3CC3)on2)cc1
    -29% | -0.2% | -6% | -5% | 21% | -19% | -6.5% | i | -1.5% | 5.5
- CN1C(=O)c2ccc(C(=O)NCc3ccc4c(c3)OCO4)cc2C1=O
    -15% | -0.2% | 5% | -8% | 7% | 0% | -0.3% | i | -0.4% | 0.5
- COC(=O)CSc1nnc(-c2ccc(S(=O)(=O)NCc3cccs3)cc2)o1
    15% | -0.1% | -12% | 7% | 29% | 14% | 0.6% | i | 0.2% | 1.0
- Cn1cc([N+](=O)[O-])c(C(=O)NC2CCCC2)n1
    -8% | 0.0% | -7% | 0% | 6% | 19% | -3.5% | i | 0.5% | 1.5
- CCC(=O)N1CCc2cc(S(=O)(=O)NCCC(=O)Nc3ccccc3C)ccc21
    -22% | 0.3% | -2% | 36% | 18% | -26% | -2.4% | i | -2.4% | 0.9
- COC(=O)/C(C#N)=C/c1c(Oc2cccc(C)c2C)nc2ccccn2c1=O
    -3% | -0.1% | 4% | 4% | 2% | 17% | · | i | -1.4% | 0.5
- Cc1ccccc1NC(=O)CN1CCc2ccccc2C1
    -27% | -0.4% | 4% | -2% | -37%[20 µM] | 9% | -1.1% | i | -0.4% | 0.7
- CN1CCN(C(=O)CCN2C(=O)/C(=C\c3ccccc3F)SC2=S)CC1
    -50% | -0.2% | -8% | 1% | 0% | 4% | 0.1% | i | -1.7% | 0.5
- CC(=O)c1cccc(NC(=O)C2CCCN(S(=O)(=O)c3ccc(F)cc3)C2)c1 (stereo unspecified)
    -5% | -0.2% | 22% | 3% | 17% | 17% | -3.4% | i | -1.8% | 0.6
- Cc1cc(NC(=O)CSc2nc(=O)cc(N)n2-c2ccc(F)cc2)no1
    -14% | -0.2% | -2% | 15% | 22% | 4% | -0.7% | i | 2.3% | 3.7
- CC(C)(C)NC(=O)/C(=C\C=C\c1ccccc1)NC(=O)c1ccc([N+](=O)[O-])cc1
    -18% | 1.1% | 14% | 14% | 36% | 8% | -0.1% | i | 0.2% | 0.4
- CCOc1cc(C(=O)O)cc(Cl)c1OC
    -33% | 0.1% | -7% | -5% | 3% | 11% | -3.9% | i | 0.6% | 0.8
- CC(=O)Oc1ccc2c(c1)OC(c1ccccc1)CC21CC(C)(C)NC(=S)N1 (stereo unspecified)
    -18% | -0.1% | 15% | 15% | -1% | -23% | 1.7% | i | 2.6% | 2.4
- COc1ccc(NC(=O)CSc2ccc(C)cc2)cc1
    -26% | 0.6% | 8% | 0% | 0% | -29% | -3.8% | i | 0.1% | 0.7
- CC(=O)Nc1ccccc1O
    -23% | 0.1% | 11% | -7% | -22% | 14% | 0.9% | i | -0.5% | 4.8
- Cc1cc2occ(CC(=O)NNC(=O)c3ccccc3)c2cc1C
    -2% | -0.2% | 12% | 8% | -18% | 13% | 3.2% | i | -2.1% | 3.9
- CC(C)C1Nc2ccc(C(=O)NCc3ccco3)cc2NC1=O (stereo unspecified)
    -8% | -0.1% | 14% | -3% | -7% | 13% | -2.2% | ? | -0.6% | ·

# Molecules from the list above containing an NH in an aromatic ring, in the order listed:
# Every second line gives: NOD1 NF-kB reporter | GPR55 activation | GPR35 arrestin U2OS | GPR55 antagonists | KOR beta-arrestin-1 | NOD2 inhibition | KOR beta-arrestin-2 | Myeloid diff MLP | HIV fusion peptide | Myeloid diff MLP GFP+ MAC1+ %
- Cc1nnc(SCC(=O)Nc2ccccc2)[nH]c1=O
    6% | -0.1% | 6% | 8% | 21% | 17% | · | i | -2.1% | 1.3
- Cc1cc(C)c2c(NC(N)=S)n[nH]c2n1
    -31% | -0.4% | -4% | -4% | -20% | 10% | -3.9% | i | 0.0% | 0.6
- COC(=O)c1ccc(C(=O)OC)c(=O)[nH]1
    -6% | 0.2% | 4% | -5% | 1% | -3% | 2.6% | i | -0.4% | 0.2

# (cont.)
# Every second line gives: NOD1 NF-kB reporter | GPR55 activation | GPR35 arrestin U2OS | GPR55 antagonists | KOR beta-arrestin-1 | NOD2 inhibition | KOR beta-arrestin-2 | Myeloid diff MLP | HIV fusion peptide | Myeloid diff MLP GFP+ MAC1+ %
- Cc1ccccc1Nc1nc(N)nc(CSc2nnnn2-c2ccccc2)n1
    16% | -0.1% | 4% | 0% | 1% | 6% | -0.8% | i | -1.2% | 10
- Cc1onc(-c2ccccc2)c1C(=O)Nc1sc2c(c1C#N)CCC2
    · | 0.2% | -5% | -10% | 32% | -2% | -2.3% | i | 14% | 7.0
- CC12C(=O)N(c3ccccc3C(=O)O)C(=O)C1C1C=CC2C1 (stereo unspecified)
    -8% | -0.1% | 4% | 8% | 31% | -20% | -2.2% | i | -1.5% | 1.1
- CCN(CC)c1ccc2cc(C(=O)NNC(=O)c3ccc(S(=O)(=O)N4CCCCC4)cc3)c(=O)oc2c1
    46% | -0.2% | -13% | -8% | -8% | -17% | 8.9% | i | 19% | 0.5
- CSc1sc(C(=O)Nc2ccc(F)cc2F)c2c1C=CCC2
    -5% | -0.1% | 3% | 19% | 10% | 15% | 0.1% | i | 2.4% | 0.1
- COc1ccc(NC(=O)CSc2ccc(NC(C)=O)cc2)cc1S(=O)(=O)N1CCCCC1
    10% | -0.3% | -1% | -3% | 22% | 13% | -1.8% | i | 0.2% | 0.2
- COC(=O)c1ccc(CN2CCCC(CO)(Cc3ccc(F)cc3F)C2)cc1 (stereo unspecified)
    -20% | -0.4% | 3% | 4% | -26%[20 µM] | -11% | 1.2% | i | 0.8% | 0.4
- O=C(C1=NN[C@@H]2C(=O)N(c3ccccc3C(F)(F)F)C(=O)[C@H]12)C(c1ccccc1)c1ccccc1
    -30% | ? | 7% | -9% | 49% | 4% | 0.7% | i | -0.2% | 0.1
- Cc1cc(C)c2c(n1)SCC(=O)N2CC(=O)NCCC1=CCCCC1
    -25% | -0.3% | -3% | -3% | 2% | 0% | -1.1% | i | 2.7% | 2.1
- CCC1(C)Nc2ccccc2C(=O)N1O (stereo unspecified)
    3% | 0.2% | 14% | 14% | -8% | 16% | 12% | i | 2.6% | 1.1
- O=C(CSc1nc2c(cnn2-c2ccc(F)cc2)c(=O)[nH]1)N1N=C(c2cccs2)CC1c1ccc(F)cc1 (stereo unspecified)
    -34% | 1.1% | -27% | 18% | -14% | -4% | 1.5% | i | 2.8% | 2.9

# Source: PubChem (several laboratories)
